MC4R barr agon = activates human MC4R beta-arrestin recruitment; U2OS MC4R beta-arrestin complementation, luminescence; percent of melanotan II response, DMSO zero; activation, % at 8.9 µM; 0.98% of 360,000 active; AID 540308;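 active = activation above a per-plate cutoff, the mean activation of sample wells on that plate plus 3 SD, cut at about 8% in these data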
Vif imaging = inhibitors of HIV Vif | inhibition, % at 7.49 µM | 0.35% of 340,000 active | HEK293T cells, Vif self-association by quenched fluorescence, imaging, 24 h; in the data active = inhibition above about 50%, passing the limit was not always enough; inconclusive = no clear call, values can overlap the other calls; inactive = below about 31%; also: some results filed as inactive read as strong as hits
Granule exo inh = blocks lytic granule exocytosis | TALL-104 LAMP-1 surface exposure, flow cytometry; cells stimulated with thapsigargin and PMA | inhibition, % at 10 µM | 0.66% of 360,000 active | AID 651702;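 active = inhibition above about 55%, limit read from the data; inconclusive = no clear call, values can overlap the other calls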
TLR9-MyD88 block = inhibitors of human TLR9-MyD88 binding; Q9NR96+Q99836; CHO BLA complementation TLR9-MyD88, CCF4 FRET ratio; inhibition, % at 4.98 µM; 0.21% of 340,000 active;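 active = inhibition above the mean over all tested compounds plus 3 SD, cut at about 21% in these data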;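 also: 0% = DMSO only wells and 100% = clavulanate BLA inhibitor control wells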
ABHD5-PLIN5 inh = inhibitors of human ABHD5-perilipin-5 interaction; 0.78% of 360,000 active; Split G. princeps luciferase complementation, luminescence, 4 h; AID 602281; inhibition, % at 4 µM;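 active = inhibition above the mean inhibition across every tested compound plus 3 SD, cut at about 22% in these data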;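 also: 0% = DMSO only wells and the 100% control is not disclosed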
Target sequence (Q00G26 whole entry, looked up): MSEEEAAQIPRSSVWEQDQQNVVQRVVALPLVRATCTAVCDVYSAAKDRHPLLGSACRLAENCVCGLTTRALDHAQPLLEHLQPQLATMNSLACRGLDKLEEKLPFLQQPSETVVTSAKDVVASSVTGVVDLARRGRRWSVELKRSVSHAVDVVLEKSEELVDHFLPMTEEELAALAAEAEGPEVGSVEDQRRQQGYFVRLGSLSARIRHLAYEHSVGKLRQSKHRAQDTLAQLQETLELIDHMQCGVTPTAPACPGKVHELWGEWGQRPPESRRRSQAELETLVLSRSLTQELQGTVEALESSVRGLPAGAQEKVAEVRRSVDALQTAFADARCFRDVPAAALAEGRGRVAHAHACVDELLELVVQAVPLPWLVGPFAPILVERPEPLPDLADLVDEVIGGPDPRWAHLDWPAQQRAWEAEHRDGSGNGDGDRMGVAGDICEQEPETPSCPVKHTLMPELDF
Target sequence (Q8WTS1 whole entry, looked up): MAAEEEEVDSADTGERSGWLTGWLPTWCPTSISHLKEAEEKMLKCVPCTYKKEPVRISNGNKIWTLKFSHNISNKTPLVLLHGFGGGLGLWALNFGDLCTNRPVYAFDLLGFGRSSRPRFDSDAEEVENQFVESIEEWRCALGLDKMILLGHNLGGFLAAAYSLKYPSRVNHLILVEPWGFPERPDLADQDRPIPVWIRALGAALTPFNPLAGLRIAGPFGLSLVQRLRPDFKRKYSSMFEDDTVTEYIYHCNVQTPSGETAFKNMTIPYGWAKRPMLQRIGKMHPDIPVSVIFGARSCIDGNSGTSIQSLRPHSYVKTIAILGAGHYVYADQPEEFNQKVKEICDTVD
NOD2 RIPK2 PPI = blocks binding of human NOD2 to RIPK2; 0.38% of 360,000 active; AID 624267; CHO BLA complementation NOD2-RIPK2, CCF4 ratio; O43353; inhibition, % at 4.98 µM; in the data active = inhibition above about 21%;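 also: 0% = vehicle only and 100% = reference blocker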
Glyco luc inh = N-linked glycosylation inhibition | D54 ERlucT glycosylation luciferase reporter, 24 h; percent of 100 nM tunicamycin response | reporter increase, % at 12.5 µM | 0.23% of 360,000 active | AID 588692;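 active = mean luciferase reporter signal, scaled so untreated is 0 and the glycosylation-blocking control 100, at or above a set limit in every replicate; inconclusive = mean reaches the limit but not every replicate does; inactive = mean below the limit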;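 also: luciferase carries N-glycosylation sites so blocking glycosylation raises the light; 0% = median of neutral control wells and 100% = median of 100 nM tunicamycin wells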
MC4R antag cAMP = human MC4R antagonism in cAMP assay; P32245; MC4R-expressing cells, MTII-stimulated cAMP, LANCE TR-FRET; inhibition, % at 6.5 µM; 0.48% of 360,000 active;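 active = inhibition above its plate's cutoff, the mean of tested wells on that plate plus 3 SD, cut at about 29% in these data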;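 also: 0% = Melanotan II alone and 100% = Melanotan II plus saturating MCL0020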
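System: U2OS-MC4R stable cell line; Technique: Eu-cAMP/anti-cAMP TR-FRET, emission 671 nm; Repeats: single well per compound; Also added: Melanotan II; Dosing: one concentration, 6.5 µM nominal; Schedule: 30-min compound, 1-h challenge, 1-h detection, room temperature.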
ABCB6 inh MLPCN = blocks the human ABCB6 transporter. Q9NP58. K562-ABCB6 porphyrin accumulation, flow cytometry, 1 h; hits give low values. fluorescence ratio to DMSO, % at 10 µM. 0.19% of 360,000 active. AID 602162;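 active = fluorescence ratio to DMSO below 75%, the collection mean minus 3 SD; inconclusive = too few cells collected in the well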;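 also: signal is porphyrin accumulated inside mitochondria; 100% equals median channel fluorescence of DMSO control wells; lower ratio means ABCB6 inhibition with less porphyrin fluorescence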
aDG glyco up = alpha-DG glycosylation activation; 0.22% of 360,000 active; activation, % at 10 µM; Pro5-aDG cells, alpha-DG glycosylation AlphaScreen (IIH6); 0% Pro5, 100% B10-LARGE cell signal;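 active = activation of at least 8% versus controls, or a plate z-score of at least 8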;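 also: Pro5 are CHO cells carrying HIG-tagged alpha-DG that lacks glycosylation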
The depositor's hits bear a star; ? = inconclusive; . = not tested or not shown. Not all compounds are listed; count on the stated rates, not on these rows.

Vif imaging,MC4R antag cAMP,NOD2 RIPK2 PPI,Glyco luc inh,ABCB6 inh MLPCN,MC4R barr agon,ABHD5-PLIN5 inh,aDG glyco up,Granule exo inh,TLR9-MyD88 block,SMILES
22.2,-3.3,-18.7,-3.1,94.0,-1.0,-2.5,-0.3,-1.8,2.8,CSc1ccc(/C=N\NC(=O)CNc2ccc(C)cc2)cc1
-5.9,-7.1,-4.8,1.1,99.0,-1.4,0.7,0.1,0.6,-6.9,CSc1ccccc1C(=O)NCCSc1ccccc1
-3.9,4.6,-9.7,2.3,96.0,-0.9,2.3,0.1,9.5,4.0,C/C(=N\NC(=O)c1ccc(Cn2cc([N+](=O)[O-])cn2)o1)c1cccc(NC(=O)c2cccnc2)c1
-0.1,6.0,-9.2,-0.1,100.0,-0.3,4.7,0.0,2.7,2.8,CCc1nc2cccnc2n1-c1ccc(CC(=O)NCCOC)cc1
1.2,1.1,-4.9,-1.9,91.0,-3.3,-3.1,0.2,-5.5,5.9,O=C(CSc1ccc(F)cc1)N1CCN(S(=O)(=O)c2ccccc2)CC1
7.7,15.5,-0.6,1.1,99.0,-1.8,-15.1,-0.2,5.8,11.3,O=C(CSc1nnc(COc2ccc(Cl)cc2)o1)Nc1nccs1
2.7,-4.3,2.5,-0.3,99.0,-0.5,-1.2,0.7,8.6,-12.1,O=C(Nc1ccc(S(=O)(=O)NCc2cccnc2)cc1)c1ccccc1Cl
1.0,16.7,-0.1,-1.2,98.0,-2.0,-3.4,0.3,-9.7,0.4,CCOc1cc(-c2nnc(NC(=O)C3=COCCO3)o2)cc(OCC)c1OCC
2.6,9.7,-9.3,-4.7,101.0,0.1,7.2,0.0,7.2,-13.3,CC(C)(C)NCC(=O)N/N=C/c1ccc(OCc2ccccc2)cc1
0.2,3.9,2.5,?,98.0,-1.1,8.4,-0.2,0.3,5.1,Cc1ccc(OC(=O)CCC(=O)Oc2ccc(C)cc2C)c(C)c1
-8.6,0.0,4.0,4.0,95.0,-0.6,8.4,-0.1,-4.7,1.8,O=C(c1cn(-c2ccccc2)nc1-c1ccccc1)N1CCN(c2ccccn2)CC1
11.5,5.2,-11.4,1.7,97.0,-1.4,4.2,-0.1,33.0,-8.8,CCCN1CCC(=O)N(CCOc2ccccc2)CC1
0.8,-1.1,-0.2,2.5,91.0,-1.6,-5.7,-0.3,5.5,-1.6,Cc1nc(N2CCOCC2)nc(OCCN2CCOCC2)c1[N+](=O)[O-]
-3.8,7.4,0.1,-0.7,100.0,0.6,6.3,0.2,4.0,-10.0,C[C@H]1CCC(=O)N(CCSc2ccc(Br)cc2)CC1
1.2,-6.1,2.6,-0.3,92.0,0.7,-0.4,0.3,-0.3,14.9,CCN(CC)CCOC(=O)c1ccccc1Br
-6.1,-0.2,-4.3,-0.5,102.0,-1.7,-1.6,0.6,-2.7,-5.1,O=C(COc1cccc2ccccc12)NCc1cccnc1
-1.1,-5.2,-7.7,-1.4,97.0,-2.3,2.5,-0.1,-0.5,1.3,COc1ccccc1N1CCN(C(=O)CCS(=O)(=O)c2ccc3c(c2)oc(=O)n3C)CC1
5.8,-10.0,-0.7,?,105.0,1.0,-5.3,-0.2,-1.0,-0.4,COc1cc(-c2nccc3cc4c(cc23)OCO4)cc(OC)c1OC
-4.9,-5.0,-11.1,-1.7,95.0,-1.3,4.2,-0.1,-2.2,-7.4,COC(=O)c1ccc(CN2CCc3ccccc32)cc1
-1.9,3.7,-21.2,-0.3,96.0,-0.9,-3.4,14.6*,6.4,-6.5,N#Cc1ccsc1NC(=O)c1ccc2ncsc2c1
-0.4,11.9,-7.7,-0.2,95.0,0.9,6.2,-0.1,-6.7,-1.6,CN(C(=O)COC(=O)c1cc(S(=O)(=O)N2CCCCC2)ccc1N1CCOCC1)C1CCS(=O)(=O)C1 (configuration not stated)
-21.2,7.6,-4.8,1.6,100.0,-0.7,-5.5,0.2,-1.7,-9.2,CCOc1ccccc1C(=O)Nc1nnc(Cc2ccc(OC)c(OC)c2)s1
15.7,1.2,3.3,-1.6,98.0,-1.1,-6.0,0.2,9.5,-4.4,COc1ccc(C(=O)c2ccc([N+](=O)[O-])cc2)c(OC)c1OC
0.2,18.8,-4.5,2.7,92.0,0.0,-1.9,-0.5,-2.1,-8.5,CCOC(=O)C1(C)Oc2ccc(S(=O)(=O)CC)cc2NC1=O (configuration not stated)
-4.2,2.2,5.6,1.4,101.0,0.5,14.2,-0.1,2.2,-5.1,COc1ccc([N+](=O)[O-])cc1NC(=O)C1CCCNC1=O (configuration not stated)
.,-1.6,0.1,-0.4,102.0,0.2,-5.1,-0.2,-1.9,-6.5,Cc1ccc(S(=O)(=O)NNC(=O)c2cc3cc4ccccc4nc3s2)cc1
-4.6,18.4,-3.9,-0.2,101.0,0.5,-22.5,0.0,18.8,2.3,Cc1sc2nc(C(C)C)nc(SCC(=O)NC3CC3)c2c1C
7.0,15.2,-8.5,-0.7,98.0,-1.7,7.5,0.1,-9.4,2.5,CC(C(=O)NC(C)(C)C)N(C(=O)CS(=O)CC(=O)Nc1ccc(F)cc1)C1CCCC1 (configuration not stated)
-2.1,8.5,5.1,0.8,105.0,2.8,-5.3,0.0,5.5,-4.5,COc1ccc(CNC(=O)CN2C(=O)CSc3ccc(S(=O)(=O)N4CCOCC4)cc32)c(OC)c1
3.6,4.2,5.0,0.0,104.0,-1.1,5.0,-0.1,2.5,-4.1,CC(C)CCOP(=O)(c1ccc(N(C)C)cc1)C(O)c1ccc(N(C)C)cc1 (configuration not stated)

Reformatted with values under each structure: entries from further up.
Every second line gives: Vif imaging, MC4R antag cAMP, NOD2 RIPK2 PPI, Glyco luc inh, ABCB6 inh MLPCN, MC4R barr agon, ABHD5-PLIN5 inh, aDG glyco up, Granule exo inh, TLR9-MyD88 block
- C[C@H]1CCC(=O)N(CCSc2ccc(Br)cc2)CC1
    -3.8, 7.4, 0.1, -0.7, 100.0, 0.6, 6.3, 0.2, 4.0, -10.0
- CCN(CC)CCOC(=O)c1ccccc1Br
    1.2, -6.1, 2.6, -0.3, 92.0, 0.7, -0.4, 0.3, -0.3, 14.9

Following part:
Vif imaging,MC4R antag cAMP,NOD2 RIPK2 PPI,Glyco luc inh,ABCB6 inh MLPCN,MC4R barr agon,ABHD5-PLIN5 inh,aDG glyco up,Granule exo inh,TLR9-MyD88 block,SMILES
-3.8,5.4,-2.3,0.3,92.0,1.8,7.2,0.1,0.7,-0.8,COc1ccccc1N1CCN(C(CNC(=O)c2ccc3c(c2)OCO3)c2cccnc2)CC1 (configuration not stated)
-45.5,9.2,6.3,-17.6,82.0,-0.6,-1.1,-0.4,10.5,-2.7,O=C(Nc1cccc(Cl)c1)Nc1cc(S(=O)(=O)N2CCCCC2)ccc1Cl
8.7,-2.3,0.1,-0.4,101.0,-1.7,2.4,0.1,-0.5,0.2,O=C1C=C(c2ccccc2)C[C@H](c2cccs2)[C@H]1n1cnc([N+](=O)[O-])c1
31.6,-5.0,11.4,-0.8,97.0,-0.9,-5.2,-0.4,-1.3,5.6,COc1ccc(C(=O)c2ccc(OC)cc2O)c(O)c1
1.6,-1.3,3.6,1.0,100.0,-0.7,-0.9,0.9,6.7,-2.8,Cc1nc(/N=C\c2ccc(N(C)C)cc2)sc1C
24.4,-1.5,-1.2,3.9,134.0,-0.8,5.2,-0.4,8.9,4.2,Cc1cn2c(N)c(C=C3C=C(Cl)C(=O)C(Cl)=C3)c(=O)nc2s1
-15.1,11.5,3.4,-3.1,90.0,4.4,-3.8,0.4,-7.6,-6.0,C/C(=N\OC(=O)NC1CCCCC1)c1sc(-c2ccccc2)nc1C
0.6,2.0,-4.0,3.3,98.0,-1.3,0.7,-0.1,1.1,1.1,O=C(c1cc(Cl)nc2ccccc12)N1CCN(S(=O)(=O)c2cccc(F)c2)CC1
4.8,1.1,-5.6,-0.5,98.0,0.8,-3.2,-0.1,3.6,-4.8,O=C(Cn1nc(-c2ccc(F)cc2)ccc1=O)Nc1ccc2c(c1)OCCO2
-2.5,-0.7,0.5,0.5,99.0,4.4,-2.6,-0.2,-0.8,-10.4,CCCc1cc(=O)[nH]c(SCc2ccc(Cl)cc2)n1
4.9,10.2,-1.2,-1.5,97.0,0.8,11.8,4.5,3.5,-4.5,COc1ccc(Br)cc1/C(C)=N/NC1=NCCN1
-0.4,0.2,-7.1,-1.0,104.0,-0.3,0.8,-0.1,-5.6,-9.2,COc1ccccc1S(=O)(=O)N1CCN(S(=O)(=O)c2cccs2)CC1
-1.0,2.5,9.9,1.4,97.0,-1.1,5.0,0.0,-3.6,-16.8,O=C(O)c1ccc(NC(=S)NC2CCCCC2)cc1
-1.5,2.0,-4.9,2.4,96.0,-0.2,-3.2,-0.2,0.7,-6.7,COc1ccc(-c2csc(N(CCCN3CCOCC3)C(=O)CCl)n2)cc1
7.8,3.3,-6.9,-1.4,96.0,-4.5,0.0,-0.4,0.4,0.6,Cc1noc(C)c1S(=O)(=O)N1Cc2ccccc2CC1C(=O)N(C)C (configuration not stated)
10.7,7.4,-2.7,0.9,112.0,-0.7,4.5,-0.1,0.2,5.6,O=C(NCCc1c[nH]c2ccccc12)C1Cc2ccccc2CN1C(=O)c1ccco1 (configuration not stated)
9.8,1.1,-3.6,1.9,95.0,0.4,0.2,0.1,-1.6,-3.3,CCC1CCCCN1Cc1ccc(OC)c(C)c1 (configuration not stated)
-7.3,15.0,-4.5,-0.5,99.0,0.3,-0.1,0.1,4.6,-10.9,COc1ccc(CNCC2COc3ccccc3O2)cc1 (configuration not stated)
0.2,8.6,-9.2,4.1,107.0,1.0,0.1,1.1,-30.3,-8.0,CC(C)c1ccccc1OCCNC(=S)NC(=O)c1cccnc1
0.6,6.5,-5.8,0.9,94.0,-0.9,6.8,-0.1,0.9,1.8,O=C(Nc1cccnc1)c1ccccc1Cl

Compound activity: PubChem, several laboratories
